PTAP TSG101 blk – qHTS Assay for Iinhibitors of HIV-1 Budding by Blocking the Interaction of PTAP/TSG101 | Fluorescence polarization, FITC-PTAP peptide / Tsg101 binding | 340,000 tested, under 10 active | AID 493005, 2010 | Potency, µM (titrated, usually from 115 µM), for inactives: at the highest dose activity change, negative = inhibition, usual class: inhibitors | Tumor susceptibility gene 101 protein (Homo sapiens), Q99816; active = well fitted inhibition curve with a large enough effect in the main read-out, with a control signal flat, not every such curve was filed as active; inconclusive = small, poorly fitted or top-dose-only effect, or effect the other way, or a change in a side signal; inactive = no such curve, though single readings can be large or run the other way; note: potency is the fitted concentration of half-maximal effect; % of control where 0% means no effect
Target sequence (Q99816 whole entry, looked up): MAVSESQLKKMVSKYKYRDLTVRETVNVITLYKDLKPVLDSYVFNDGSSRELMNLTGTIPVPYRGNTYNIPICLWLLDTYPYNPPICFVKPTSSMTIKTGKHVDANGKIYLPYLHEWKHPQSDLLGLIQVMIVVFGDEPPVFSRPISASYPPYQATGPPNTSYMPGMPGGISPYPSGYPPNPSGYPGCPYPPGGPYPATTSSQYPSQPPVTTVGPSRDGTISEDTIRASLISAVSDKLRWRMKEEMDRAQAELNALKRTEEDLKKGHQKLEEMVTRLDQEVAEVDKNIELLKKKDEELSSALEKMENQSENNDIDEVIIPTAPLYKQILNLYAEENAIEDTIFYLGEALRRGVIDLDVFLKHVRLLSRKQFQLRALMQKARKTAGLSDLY
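Compounds were pin-transferred onto Tsg101 binding domain (10 uM final) in HEPES pH 7.5 buffer, then FITC-PTAP peptide was added at 50 nM final. After 20 min at RT, polarization reported peptide displacement across a qHTS concentration series.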
CXXC DNA block – qHTS Fluorescence Polarization Assay for Inhibitors of MLL CXXC domain - DNA interaction. Potency, µM (top dose mostly 115 µM), inactives show top-dose activity change, negative = inhibition, usual class: inhibitors. AID 2662, 2010. MLL-CXXC / FITC-HOXA9 DNA fluorescence polarization. Histone-lysine N-methyltransferase 2A (Homo sapiens), Q03164. hit rate 0.037% among 290,000; active = well fitted inhibition curve with a large enough effect in the polarisation, with a control signal flat, not every such curve was filed as active; inconclusive = small, poorly fitted or top-dose-only effect, or effect the other way, or a change in a side signal; inactive = no such curve, though single readings can be large or run the other way; the % refers to the polarisation; note: potency is the fitted concentration of half-maximal effect
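Fluorescence polarization: 7 uM MLL-CXXC (stock) preincubated 5 min with compounds, then 50 nM fluorescein-HOX-A9 DNA (stock) added; 30 min ambient. Buffer 50 mM Tris-HCl pH 7.5, 50 mM NaCl, 1 mM DTT, 0.05% BSA.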
Mito fusion act – qHTS Assay for Small Molecule Inhibitors of Mitochondrial Division or Activators of Mitochondrial Fusion; hit rate 0.23% among 320,000; Potency, µM (highest dose often 46.1 µM), for the others: at the top dose growth rescue (activation), most hits filed as activators; AID 485298, 2010; S. cerevisiae fusion-defective mutant growth rescue, CellTiterGlo 48 h;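 note: potency is the fitted concentration of half-maximal effect; % of control where 0% means no effect; nearly all actives have a fitted effect of over 45% in size; temperature-sensitive fusion mutants such as fzo1-1 at 37 °C on non-fermentable ethanol glycerol medium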
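Yeast fusion mutant, YPEG (non-fermentable carbon), compound, 48 h at 37C non-permissive; CellTiterGlo added, 10 min RT, luminescence read. Rescued growth = division inhibition.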
TCR act – Activators of T cell receptors: qHTS campaign. Potency, µM (doses to about 9.22 µM), inactives show at the top dose activation of IL-2 secretion, usual class: activators. primary human leukocytes, anti-CD3, IL-2 HTRF, 48 h. AID 504894, 2011. 330,000 tested, under 10 active; note: % of control where 0% means no effect
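Compounds are tested in HTS on primary human leukocytes co-incubated with a-CD3 beads for 48 hr. IL-2 output is measured by time-resolved FRET.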
Menin MLL FP TR – qHTS Assay for Inhibitors Targeting the Menin-MLL Interaction in MLL Related Leukemias: Competition With Texas Red Labeled MLL-derived Mutant Peptide | O00255 | Menin + Texas Red MLL mutant peptide, fluorescence polarization | Potency, µM (top dose mostly 61.6 µM), for inactives: top-dose FP activity change, negative = inhibition, usual class: inhibitors | hit rate 0.23% among 270,000; active = well fitted inhibition curve with a large enough effect in the polarisation, with a control signal flat, not every such curve was filed as active; inconclusive = small, poorly fitted or top-dose-only effect, or effect the other way, or a change in a side signal; inactive = no such curve, though single readings can be large or run the other way; the % refers to the polarisation; note: potency is the fitted concentration of half-maximal effect; % of control where 0% means no effect; many of its hits are not listed in these tables
ASM inhibitor – Inhibitors of Secretory Acid Sphingomyelinase (S-ASM): qHTS. placental ASM, HMU-PC fluorogenic substrate, 60 min. Potency, µM (titrated, usually from 57.5 µM), for inactives: at the highest dose activity change, negative = inhibition, actives largely listed as inhibitors. hit rate 0.006% among 340,000; note: potency is the fitted concentration of half-maximal effect
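HMU-PC0 cleavage (9 uM final) by human placental ASM, 60 min at 37 °C following 10 min compound exposure at RT; stopped at pH 10, fluorescence Ex 386/Em 447 nm.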
TSHR antagonist – Antagonists of the Thyroid Stimulating Hormone Receptor: HTS campaign; Thyrotropin receptor (Homo sapiens), P16473; TSHR-expressing cells, TSH-stimulated cAMP HTRF, 2 h; hits give low values; activity change, negative = inhibition, % at 11.5 µM; hit rate 0.2% among 330,000; AID 504810, 2011;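 active = activity change below a set negative limit, meaning inhibition stronger than a set level, cut at about -70% in these data; inconclusive = activity change between two set negative limits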; note: % is set by controls: 0 for no effect and ±100 for the full control effect
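Cell-based HTRF cAMP assay; TSHR cells + compound, TSH EC80 (4nM final), 2 h, 37 deg C. Lysis with anti-cAMP cryptate and cAMP-d2, 30 min RT, read 665/620 nm.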
MBNL1 CUG block – qHTS Assay for Inhibitors of MBNL1-poly(CUG) RNA binding; TR-FRET MBNL1-His/biotin-(CUG)12 binding, 665/545 ratio; Muscleblind-like protein 1 (Homo sapiens), Q9NR56; hit rate 0.036% among 280,000; AID 2675, 2010; Potency, µM (titrated, usually from 57.5 µM), for the others: at the top dose activity change, negative = inhibition, actives largely listed as inhibitors; active = well fitted inhibition curve with a large enough effect in the signal ratio, with a control signal flat, not every such curve was filed as active; inconclusive = small, poorly fitted or top-dose-only effect, or effect the other way, or a change in a side signal; inactive = no such curve, though single readings can be large or run the other way; the % refers to the signal ratio; note: potency is the fitted concentration of half-maximal effect; % is set by controls: 0 for no effect and ±100 for the full control effect
Target sequence (Q9NR56 whole entry, looked up): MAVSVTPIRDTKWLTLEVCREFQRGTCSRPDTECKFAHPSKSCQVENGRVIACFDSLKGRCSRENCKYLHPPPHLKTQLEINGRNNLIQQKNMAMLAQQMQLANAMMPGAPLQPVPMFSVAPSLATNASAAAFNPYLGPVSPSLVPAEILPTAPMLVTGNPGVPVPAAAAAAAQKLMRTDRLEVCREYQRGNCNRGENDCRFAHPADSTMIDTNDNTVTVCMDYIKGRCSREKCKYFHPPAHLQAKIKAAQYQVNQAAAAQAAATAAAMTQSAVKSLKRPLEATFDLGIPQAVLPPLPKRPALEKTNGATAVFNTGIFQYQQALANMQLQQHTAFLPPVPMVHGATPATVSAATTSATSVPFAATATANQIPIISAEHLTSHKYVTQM
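MBNL1-His + Biotin-(CUG)12, cpd titration 92 nM–58 uM; Tb anti-His Ab 0.055 ng/ul, SA-XL665 5 nM (final); 60 min RT; ratiometric 665/545 nm, Ex 340 nm; normalized to buffer and full-complex controls.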
A-T KAP1 phos – qHTS Assay for Identifying a Potential Treatment of Ataxia-Telangiectasia; […] A-T fibroblasts, KAP-1 phosphorylation AlphaLISA; neocarzinostatin DNA damage 30 min before lysis; hit rate 0.19% among 320,000; Potency, µM (top dose mostly 57.5 µM), for the others: at the top dose activation, hits mostly activators; note: potency is the fitted concentration of half-maximal effect; % of control where 0% means no effect; nearly all actives have a fitted effect of over 45% in size
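ATM-like activity read as KAP-1 phosphorylation via AlphaLISA donor/acceptor antibody pairs after lysis and 6 hr at 25C. Cells were ATM-null patient fibroblasts ([…], hTERT), dosed 60 min, then exposed to the DSB inducer NCS for 30 min.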
a7 integrin act – qHTS for Activators of Integrin-Mediated Alleviation for Muscular Dystrophy; alpha7betagal myoblasts, beta-gal FDG fluorescence, 48 h; Potency, µM (highest dose often 38.3 µM), for the others: at the highest dose activation, usual class: activators; hit rate 0.064% among 350,000; AID 624291, 2012;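 note: potency is the fitted concentration of half-maximal effect; 100% = response of the positive control SU9516; nearly all actives have a fitted effect of over 60% in size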
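alpha7betagal+/- myoblasts (passage 13, 250/well) treated 48 h at 37C with compounds at 1:260 dilution of DMSO stock. Lysed, then beta-galactosidase activity read as FDG fluorescence (ex 480/em 540) after 30 min, with pre-read for autofluorescence.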
Starred values were filed as active, the others as inactive; ? = inconclusive; nt = not tested or not shown; [ ] = dose if it differs, or a comment. Unless noted, calls come from the whole dose curve; as a rule, active = well fitted curve in the direction sought with a large enough effect; inconclusive = small, poorly fitted or top-dose-only effect, or another doubt; inactive = no such curve, though single readings can be large; an effect the other way counts as inactive or inconclusive.

SMILES	PTAP TSG101 blk	CXXC DNA block	Mito fusion act	TCR act	Menin MLL FP TR	ASM inhibitor	TSHR antagonist	MBNL1 CUG block	A-T KAP1 phos	a7 integrin act
Cc1cc(C)n2nc(SCC(=O)Nc3ccc(S(=O)(=O)N(C)C)cc3)nc2n1	1%	nt	3%	3%	nt	0%	-3	nt	-7%	-24%
CCc1nn(CC(=O)NCCCN2CCN(C)CC2)c(=O)c2cc3sccc3n12	-3%	9%	-2%	3%	nt	-1%	19	3%	12%	11%
CC(=O)Nc1ccc(S(=O)(=O)N(Cc2cccnc2)Cc2cc3ccc(C)cc3[nH]c2=O)cc1	-4%	26%	0%	5%	nt	0%	-3	9%	5%	9%
COc1ccc(Cl)cc1NC(=O)NC1CCCCC1	-1%	16%	10%	3%	?	-1%	-21	-6%	nt	7%
CN(C)c1cc[n+](CC(=O)Nc2cccc([N+](=O)[O-])c2)cc1	0%	-1%	-7%	3%	1%	-7%	21	?	4%	27%
CC(Oc1ccccc1F)C(=O)NNC(=O)CC(C)c1ccccc1 (stereo not drawn)	-1%	nt	-14%	1%	nt	2%	2	nt	-1%	15%
Cc1ccc(NC(=O)c2nnn(-c3cc(C)cc(C)c3)c2N)cc1	0%	5%	20%	nt	47%[activator]	-1%	3	-11%	1%	27%
S=C1NC2(CCCCC2)NN1c1ccccc1	3%	7%	-9%	1%	-6%	5%	32	-4%	-2%	-1%
CC(OC(=O)C1CCCCC1)c1nc2ccccc2[nH]1 (stereo not drawn)	0%	-4%	9%	-3%[46.1 µM]	6%	4%	3	nt	3%	9%
CN(C)S(=O)(=O)c1ccccc1C#N	-4%	0%	-2%	-1%	20%	0%	-1	-9%	1%	18%
Cc1ccc(NC(=O)c2ccc(COc3ccc4c(c3)CCC4)cc2)c(C)c1	-1%	-1%	-2%	3%[46.1 µM]	?	-1%	-7	3%	4%	7%
CN(C)CCCNc1ncnc2c1cnn2-c1ccccc1	-4%	-19%	-7%[9.22 µM]	-8%	-1%	-1%	12	1%	-2%	-14%
CCOC(=O)c1cnc(SCC(C)C)nc1N	-3%	-13%	5%	0%	11%	-1%	10	2%	8%	-9%
O=C(CCC(C(=O)O)N1C(=O)c2ccccc2C1=O)Nc1ccccc1 (stereo not drawn)	-1%	nt	nt	-8%	nt	7%	nt	nt	nt	14%
COC(=O)C(CC(=O)O)NCc1ccco1 (stereo not drawn)	-3%	?	-2%	-1%	nt	0%	4	nt	5%	-11%
COc1cccc(-c2cc(C(=O)N3CCOCC3)no2)c1	0%	2%	8%	3%	-18%	1%	35	-9%	4%	1%
Cc1cc(C)cc(NC(=O)c2ccc(S(=O)(=O)N(C)CC3CCCO3)cc2)c1 (stereo not drawn)	-2%	-4%	-1%	1%	nt	-3%	-6	-4%	6%	-1%
CCOC(=O)C1(CCOc2ccccc2)CCN(Cc2ccc(O)c(OC)c2)CC1	-2%	-4%	3%	8%	-21%	0%	29	-22%	7%	-53%[inhibitor]
O=C(CN1C(=O)c2ccccc2S1(=O)=O)c1ccc(O)c(O)c1	0%	-6%	3%	5%	nt	-3%	8	6%	1%	18%
C/C(=N\NC(=O)CNC(=O)C1COc2ccccc2O1)c1ccc(Cl)cc1 (stereo not drawn)	0%	-9%	-3%	-7%	nt	-2%	0	-6%	1%	-13%
COc1cc(NC(=O)c2cccc(C)c2)ccc1NC(=O)c1cc2ccccc2o1	-6%	3%	-3%	10%	?	28%	-10	9%	-1%	-10%
CCCn1c(SCC(=O)Nc2nnc(CC)s2)nnc1-c1ccco1	-6%	0%	2%	2%	-4%	1%	-3	-1%	-1%	-13%
O=C(Nc1nc2ccccc2[nH]1)c1ccc([N+](=O)[O-])cc1	-6%	-6%	-5%	4%	?	-1%	-6	28%	0%	?
CCN=c1scc(C)n1/N=C/c1cc(Br)c(O)c(Br)c1	1%	-3%	25%	1%	?	69%[activator]	-12	1%	-1%	-46%[inhibitor]
COCCNC(=O)C1CC(c2ccc(C(F)(F)F)cc2)=NO1 (stereo not drawn)	-3%	nt	nt	-2%	nt	-3%	nt	nt	nt	-8%
Cc1ccc(NCc2nnc(SCC(=O)Nc3nnc(C)s3)n2C)cc1	1%	-3%	-7%	-9%	2%	0%	6	-2%	-8%	10µM*
COc1ccc(NC(=O)CSc2nnc(CNc3ccc(C)cc3)n2C)cc1	-2%	-1%	2%	-6%	-8%	-1%	-6	-4%	-1%	5%
O=C(N/N=C/c1cccc2ccccc12)c1ccccc1Cl	-5%	0%	-12%	-2%	10%	-10%	-10	15%	-7%	?
COc1cccc(NC(=O)Nc2ccc(Cc3ccncc3)cc2)c1	1%	0%	1%	-2%[46.1 µM]	8%	7%	0	?	-8%	22%
c1ccc(CSc2nnnn2-c2cccc3ccccc23)nc1	-8%	19%	-8%	2%	11%	-1%	-7	11%	6%	-6%
CC(C)c1nc2ccccn2c1NC1CCCCC1	-2%	5%	-7%	-4%	13%	12%	-15	3%	-11%	-10%
O=c1ccn([C@@H]2O[C@H](CNS(=O)(=O)c3cc4ccccc4s3)[C@@H](O)[C@H]2O)c(=O)[nH]1	0%	nt	nt	-47%	nt	2%	nt	nt	nt	26%
Cc1c(NS(=O)(=O)c2ccc(NCCN3CCOCC3)c([N+](=O)[O-])c2)c(=O)n(-c2ccccc2)n1C	-2%	12%	-6%	-1%	-9%	3%	38	?	4%	6%
CCOC(=O)C1(Cc2cccc(Cl)c2)CCCN(C(=O)c2cccc(C)n2)C1 (stereo not drawn)	-1%	-14%	24%	0%	-20%	0%	4	4%	-6%	?
O=C(CSC1=NCCN1)Nc1cccc([N+](=O)[O-])c1	0%	-1%	0%	-2%	-5%	10%	-3	?	-4%	-25%
C=CCOC(=O)C1=C(C)NC(SCC(=O)OCC)=C(C#N)C1c1ccc(O)c(OC)c1 (stereo not drawn)	-2%	-13%	9%	-9%	-1%	1%	-12	17%	-2%	3%
Cc1cccn2c(CN(C)C3CCCc4ccccc43)c(C(=O)N3CCOCC3)nc12 (stereo not drawn)	-1%	1%	-1%	-3%	?	1%	5	-5%	2%	0%
COc1ccc(NC(=O)C2CC(=O)N(c3ccccc3C)C2)c(OC)c1 (stereo not drawn)	-10%	21%	7%	1%	1%	1%	2	3%	-6%	0%

Taken from above:
Entry of CC(Oc1ccccc1F)C(=O)NNC(=O)CC(C)c1ccccc1 (stereo not drawn) under a7 integrin act: 15%
Entry of COc1ccc(NC(=O)C2CC(=O)N(c3ccccc3C)C2)c(OC)c1 (stereo not drawn) under PTAP TSG101 blk: -10%
Entry of COc1ccc(Cl)cc1NC(=O)NC1CCCCC1 under CXXC DNA block: 16%
Entry of COCCNC(=O)C1CC(c2ccc(C(F)(F)F)cc2)=NO1 (stereo not drawn) under ASM inhibitor: -3%
Entry of CCc1nn(CC(=O)NCCCN2CCN(C)CC2)c(=O)c2cc3sccc3n12 under TSHR antagonist: 19
Entry of Cc1ccc(NC(=O)c2nnn(-c3cc(C)cc(C)c3)c2N)cc1 under A-T KAP1 phos: 1%

A different layout for part of the listing above:
Cc1c(NS(=O)(=O)c2ccc(NCCN3CCOCC3)c([N+](=O)[O-])c2)c(=O)n(-c2ccccc2)n1C
  PTAP TSG101 blk: -2% | CXXC DNA block: 12% | Mito fusion act: -6% | TCR act: -1% | Menin MLL FP TR: -9% | ASM inhibitor: 3% | TSHR antagonist: 38 | MBNL1 CUG block: ? | A-T KAP1 phos: 4% | a7 integrin act: 6%

CC(C)c1nc2ccccn2c1NC1CCCCC1
  PTAP TSG101 blk: -2% | CXXC DNA block: 5% | Mito fusion act: -7% | TCR act: -4% | Menin MLL FP TR: 13% | ASM inhibitor: 12% | TSHR antagonist: -15 | MBNL1 CUG block: 3% | A-T KAP1 phos: -11% | a7 integrin act: -10%

Compound activity deposited in PubChem BioAssay by National Center for Advancing Translational Sciences (NCATS).

Not all compounds are listed, so the mix of outcomes need not match the whole.
